D2 ag – activates the human D2 dopamine receptor; activation, % at 2 µM; 0.53% of 340,000 active; AID 485358; HEK293 T-REx D2 cells, calcium flux agonist mode;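 active = activation over 3 SD above normal in the single-dose calcium agonist read, cut at about 30% in these data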; also: 0% is about no effect
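Agonism is scored from calcium flux in a force-coupled, inducible HEK293 cell line expressing D2, read kinetically for 180 s after compound addition against dopamine controls.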
D2 antag – D2 dopamine receptor (human) antagonism; HEK293 TREx D2 cells, calcium flux, dopamine EC80; 2% of 340,000 active; inhibition, % at 10 µM; in the data active = inhibition above about 30%; also: 0% is about no effect
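Cells plated overnight at 30 C with tetracycline; no-wash calcium dye, 30–90 min RT; 10 s baseline; compound pinned; 180 s read; EC80 dopamine added; another 180 s read.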
TRHR ag – TRH receptor (human) agonism | TRHR cells, calcium flux fluo-8, FDSS agonist mode | AID 493084 | activation, % at 2 µM | 0.18% of 360,000 active | P34981; in the data active = activation above about 30%; also: 0% is about no effect
Target sequence (P34981 whole entry, looked up): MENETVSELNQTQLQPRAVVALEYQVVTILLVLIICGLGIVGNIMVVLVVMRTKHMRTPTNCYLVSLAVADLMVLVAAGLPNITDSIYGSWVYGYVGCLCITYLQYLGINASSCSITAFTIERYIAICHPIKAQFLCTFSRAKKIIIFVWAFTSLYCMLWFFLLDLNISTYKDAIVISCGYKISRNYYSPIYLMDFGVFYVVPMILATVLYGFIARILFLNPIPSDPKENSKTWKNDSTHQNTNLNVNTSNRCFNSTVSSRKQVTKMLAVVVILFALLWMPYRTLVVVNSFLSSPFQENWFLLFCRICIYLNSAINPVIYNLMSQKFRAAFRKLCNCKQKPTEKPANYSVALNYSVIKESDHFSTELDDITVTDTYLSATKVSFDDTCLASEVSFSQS
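TRHR-expressing cells, plated overnight in medium with 10% serum, were loaded with fluo-8 calcium dye at room temperature. After a 10 s baseline, library compound was pin-added and calcium release was recorded kinetically (ex 480/em 530) as agonist response.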
TRHR enhancer – allosterically enhances the human TRH receptor | TRHR cells, fluo-8 calcium fluorescence, EC20 TRH enhancement | enhancement, % at 2 µM | 0.66% of 360,000 active | AID 493056; in the data active = enhancement above about 30%; also: 0% is about no effect
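Enhancer read-out: after compound pinning and an initial kinetic agonist-mode read, an EC20 of TRH (10 nM final) was injected and fluo-8 calcium signal (Ex 480/Em 530) followed at 1 s/cycle for 100 cycles in TRHR-expressing cells.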
rTrxR1 inhibitor – blocks rat thioredoxin reductase 1 | O89049 | recombinant rTrxR1, NADPH fluorescence consumption, selenite substrate | Potency, µM (highest dose often 114 µM), inactives show at the highest dose activity change, negative = inhibition, usual class: inhibitors | 1% of 390,000 active | AID 588453; also: potency is read from the fitted curve at half-maximal effect; % is scaled to controls: 0 for no effect and ±100 for the full control effect; nearly all actives have a fitted effect of over 65% in size
Target sequence (O89049 whole entry, looked up): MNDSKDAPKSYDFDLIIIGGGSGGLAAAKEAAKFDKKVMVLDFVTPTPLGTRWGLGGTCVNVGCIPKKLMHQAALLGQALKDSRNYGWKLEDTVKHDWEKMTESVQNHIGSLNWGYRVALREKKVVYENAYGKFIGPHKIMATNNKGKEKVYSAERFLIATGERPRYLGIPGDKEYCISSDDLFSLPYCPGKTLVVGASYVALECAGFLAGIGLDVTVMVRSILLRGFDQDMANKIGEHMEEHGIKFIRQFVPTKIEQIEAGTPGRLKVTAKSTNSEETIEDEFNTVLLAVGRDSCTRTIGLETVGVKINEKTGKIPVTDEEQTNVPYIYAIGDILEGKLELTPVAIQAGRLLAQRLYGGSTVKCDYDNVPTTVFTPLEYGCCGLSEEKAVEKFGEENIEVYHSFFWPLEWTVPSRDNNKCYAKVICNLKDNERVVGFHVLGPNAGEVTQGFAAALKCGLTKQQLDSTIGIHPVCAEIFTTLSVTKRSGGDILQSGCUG
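Rat TrxR1 (90 nM in the dispensed reagent) was pre-reduced with 400 uM NADPH for 5 min at room temperature, then incubated with compound for 15 min. After 400 uM selenite was added, NADPH fluorescence (Ex 340/Em 450 nm) was followed for 8 min.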
IDH1 R132H inh – blocks human mutant IDH1 R132H enzyme; O75874; IDH1-R132H enzyme, NADPH consumption, diaphorase/resazurin fluorescence; Potency, µM (series often up to 76.6 µM), without a hit: top-dose activity change, negative = inhibition, actives largely listed as inhibitors; 0.093% of 390,000 active; AID 602179; also: potency is read from the fitted curve at half-maximal effect; % is scaled to controls: 0 for no effect and ±100 for the full control effect; nearly all actives have a fitted effect of over 65% in size
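IDH1-R132H (0.5 ug/mL dispensed) in pH 7.5 Tris buffer was preincubated 30 min with compound, then given a substrate mix of 0.016 mM NADPH and 2 mM alpha-KG for 80 min at room temperature; remaining NADPH was read by diaphorase/resazurin fluorescence.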
TrxR1 substrate – rat thioredoxin reductase 1 substrate activity; O89049; 0.01% of 390,000 active; purified TrxR1 substrate turnover, NADPH consumption readout; Potency, µM (top dose mostly 114 µM), without a hit: at the highest dose activity change, negative = substrate turnover; also: potency is read from the fitted curve at half-maximal effect; % is scaled to controls: 0 for no effect and ±100 for the full control effect; nearly all actives have a fitted effect of over 50% in size
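Rat TrxR1, dispensed at 90 nM, was prereduced with 400 uM NADPH (final) for 5 min at ~22 deg C, then incubated with compound 15 min before 400 uM selenite. A first-read NADPH fluorescence drop versus no-compound background flagged substrates.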
USP1 inh – USP1/UAF1 (human) deubiquitinase inhibition. O94782. recombinant USP1/UAF1, Ub-Rhodamine cleavage fluorescence. Potency, µM (titrated, usually from 57.1 µM), without a hit: at the highest dose activity change, negative = inhibition, usual class: inhibitors. 0.23% of 390,000 active. AID 743255; also: potency is read from the fitted curve at half-maximal effect; % is scaled to controls: 0 for no effect and ±100 for the full control effect; nearly all actives have a fitted effect of over 60% in size; inactives centre near -12
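USP1/UAF1 complex at 1 nM was preincubated with compound for 15 min at room temperature, then Ub-Rho substrate (150nM final) was added. Fluorescence (480/540 nm) was read kinetically, 6 reads every 60 seconds.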
Pin1 inh – human Pin1 inhibition. 0.009% of 390,000 active. Pin1 FP peptide displacement, HiFluor488, 10 min. Potency, µM (series often up to 115 µM), for the others: at the highest dose activity, negative = inhibition, most hits filed as inhibitors; active = well fitted inhibition curve with a large enough effect in the polarisation, with a control signal flat, not every such curve was filed as active; inconclusive = small, poorly fitted or top-dose-only effect, or effect the other way, or a change in a side signal; inactive = no such curve, though single readings can be large or run the other way; the % refers to the polarisation; also: potency is read from the fitted curve at half-maximal effect; % is scaled to controls: 0 for no effect and ±100 for the full control effect
Target sequence (Q13526 whole entry, looked up): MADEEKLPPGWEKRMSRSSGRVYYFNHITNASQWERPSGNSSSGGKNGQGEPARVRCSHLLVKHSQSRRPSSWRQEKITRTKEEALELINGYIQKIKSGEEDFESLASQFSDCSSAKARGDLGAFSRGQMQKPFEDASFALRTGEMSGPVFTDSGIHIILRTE
An asterisk follows results filed as active; u = inconclusive; x = no result given; & = joins results of further samples; [ ] = remark or other dose. Unless noted, calls follow the shape of the dose curve; as a rule, active = well fitted inhibition curve with a large enough effect; inconclusive = small, poorly fitted or top-dose-only effect; inactive = no such curve, though single readings can be large or run the other way. The list is partial; the hit share may differ from the screen's.

1) CCOC(=O)c1ccc(-c2ccc3[nH]c4ccccc4c(=O)c3c2)cc1F
2) CC(C)C[C@@H](CN1CCCC1CN1C(=S)NC[C@@H]1Cc1ccc(O)cc1)N1C[C@H](Cc2ccc(O)cc2)N(CCc2ccccc2)C1=S (some centres not stated)
3) CCCCCCCOc1ccc(OC(=O)c2ccncc2)cc1
4) CCC(=O)NC(C)c1cc(Cl)c2ccccc2c1O (configuration not stated)
5) CCc1ccc(NCc2cc3cc4c(cc3n(CC(=O)Nc3cccc(OC)c3)c2=O)OCO4)cc1
6) COc1cccc(NC(=O)N(Cc2ccco2)C(C)c2cccs2)c1 (configuration not stated)
7) CCOc1ccc(NC(=O)c2ccc3c(=O)n(-c4ccc(OC)cc4OC)c(=S)[nH]c3c2)cc1
8) CNC(=O)CN(c1ccc(C(C)C)cc1)S(C)(=O)=O
9) O=C(CCCOc1ccc(Cl)cc1Cl)N/N=C/c1cccc([N+](=O)[O-])c1
10) Cc1cc(=O)[nH]c2c(C)cc(S(=O)(=O)Nc3ccc(O)cc3)cc12
assay / entry,1,2,3,4,5,6,7,8,9,10
D2 ag,-0.3,x,0.1,3.0,4.5,0.3,2.7,0.1,x,0.6
D2 antag,31*,x,3,0,x,3,0,-12,x,2
TRHR ag,0.4,x,1.9,1.2,14,-0.6,5.9,-0.2,0.8,1.2
TRHR enhancer,-3,x,1,1,-5,-12,2,5,10,8
rTrxR1 inhibitor,-16%,38%[activator],6%,41%[activator],-20%,13%[57.1 µM],x,30%,6%,3%
IDH1 R132H inh,0%,10%,-5%,x,-3%,3%,x,8%,37%[activator],2%
TrxR1 substrate,4%,10%,4%,11%,-2%,3%[57.1 µM],x,7%,-2%,-4%
USP1 inh,-13%,-9%,-13%,x,u,-8%,x,-1%,u,-10%
Pin1 inh,1%,22%,-1%,0%,u,-12%,x,-13%,18%,-2%

11) O=C(Nc1ccc(N2CCCC2)c(S(=O)(=O)Nc2cccc(C(F)(F)F)c2)c1)c1cccs1
12) Cc1nn2cc(-c3ccc(OC(C)C)cc3)nc2s1
13) COc1ccccc1N(CC(=O)NCc1ccccc1C)S(=O)(=O)c1ccc(C)cc1
14) CCN(CC)C(=O)Oc1ccc2c(=O)c(-c3ccccc3)coc2c1
15) Cc1noc2ncnc(N3CCN(c4cccc(C(F)(F)F)c4)CC3)c12
16) COc1cccc(OCc2cc(C(=O)N3CCN(C)C(c4ccccc4)C3)no2)c1 (configuration not stated)
17) CC1CCN(c2nc(-c3ccccc3O)nc3ccccc23)CC1
18) COc1ccc(NC(=O)c2nnn(Cc3ccccc3C)c2N)c(OC)c1
19) CCOC(=O)c1c(C)[nH]c(C)c1C(=O)COC(=O)/C=C/c1cccc(F)c1
20) CCOc1cc(/C=C/C(=O)c2ccc3c(c2)OCCO3)ccc1OCC(=O)N(C)C
assay / entry,11,12,13,14,15,16,17,18,19,20
D2 ag,0.8,-0.8,0.4,-1.2,-2.0,x,x,1.5,1.6,-0.5
D2 antag,-11,x,7,9,x,x,x,x,-6,-4
TRHR ag,0.9,-0.1,-0.7,-0.2,0.5,-0.2,0.4,1.2,0.3,0.9
TRHR enhancer,3,0,2,-11,-12,0,1,6,4,2
rTrxR1 inhibitor,14%[57.1 µM],29%,27%,18%,25%,19%,-5%,30%,-3%,-10%[57.1 µM]
IDH1 R132H inh,1%,5%,0%,11%,-1%,4%,1%,-5%,1%,1%
TrxR1 substrate,8%[57.1 µM],5%,5%,6%,-2%,0%,-6%,11%,-7%,-15%
USP1 inh,-16%,-23%,-31%,-16%,-24%,-5%,-17%,-18%,-15%,-8%
Pin1 inh,3%,-5%,-5%,5%,2%,-1%,1%,-8%,0%,3%

21) COc1ccc(C2c3[nH]c4ccccc4c3CCN2C(=O)c2ccc(=O)n(C)n2)c(F)c1 (configuration not stated)
22) CCOc1ccc(S(=O)(=O)N(CC(=O)NCCSCc2ccc(C)cc2)c2ccccc2)cc1
23) COc1ccc(S(=O)(=O)Nc2cc(S(=O)(=O)c3ccccc3)c(O)cc2C)cc1
24) O=C(NCC1CCCO1)c1cc2cc(Cl)ccc2[nH]1 (configuration not stated)
25) CCn1c(COc2ccc(OC)cc2)nnc1SCc1nc2ccccc2c(=O)[nH]1
26) O=C(CN(C(=O)c1nsc(Cl)c1Cl)c1cccc(F)c1)NC1CCCC1
27) COc1ccc(CCCc2nnc(SCC(=O)Nc3cc(C)ccc3C)o2)cc1
28) CCCn1nnc(NC(=O)c2ccc(OC)cc2)n1
29) Cc1ccc(NC(=O)c2ccc(S(=O)(=O)NCc3ccco3)cc2)cc1
30) CCCCN=Cc1c(C)[nH]n(-c2ccccc2)c1=S
assay / entry,21,22,23,24,25,26,27,28,29,30
D2 ag,-0.4,x,6.0,-1.5,-0.5,0.4,-1.0&0.7,0.0,-3.0,5.1
D2 antag,2,x,-16,-18,-6,-10,9,-3,4,1
TRHR ag,0.0,0.1,1.0,-0.1,-0.9,-0.9,-0.7&0.8,0.4,-0.3,0.6
TRHR enhancer,9,2,11,11,1,-7,-6&-3,-6,-3,2
rTrxR1 inhibitor,4%,12%,23%,-12%[57.1 µM],x,7%[57.1 µM],14%&15%,-12%,5%,-3%
IDH1 R132H inh,8%,8%,-4%,-3%,x,-7%,-18%&3%,1%,-8%,0%
TrxR1 substrate,5%,7%,2%,-4%[57.1 µM],x,8%[0.0914 µM],-7%&5%,-7%,0%,-1%
USP1 inh,-20%,-16%,-10%,6%,x,-12%,-19%&-6%,-15%,6%,-24%
Pin1 inh,13%,-1%,-1%,2%,x,-6%,-2%&-9%,-1%,9%,-2%

Numbers 1–7 from above:
1) CCOC(=O)c1ccc(-c2ccc3[nH]c4ccccc4c(=O)c3c2)cc1F
2) CC(C)C[C@@H](CN1CCCC1CN1C(=S)NC[C@@H]1Cc1ccc(O)cc1)N1C[C@H](Cc2ccc(O)cc2)N(CCc2ccccc2)C1=S (some centres not stated)
3) CCCCCCCOc1ccc(OC(=O)c2ccncc2)cc1
4) CCC(=O)NC(C)c1cc(Cl)c2ccccc2c1O (configuration not stated)
5) CCc1ccc(NCc2cc3cc4c(cc3n(CC(=O)Nc3cccc(OC)c3)c2=O)OCO4)cc1
6) COc1cccc(NC(=O)N(Cc2ccco2)C(C)c2cccs2)c1 (configuration not stated)
7) CCOc1ccc(NC(=O)c2ccc3c(=O)n(-c4ccc(OC)cc4OC)c(=S)[nH]c3c2)cc1
assay / entry,1,2,3,4,5,6,7
D2 ag,-0.3,x,0.1,3.0,4.5,0.3,2.7
D2 antag,31*,x,3,0,x,3,0
TRHR ag,0.4,x,1.9,1.2,14,-0.6,5.9
TRHR enhancer,-3,x,1,1,-5,-12,2
rTrxR1 inhibitor,-16%,38%[activator],6%,41%[activator],-20%,13%[57.1 µM],x
IDH1 R132H inh,0%,10%,-5%,x,-3%,3%,x
TrxR1 substrate,4%,10%,4%,11%,-2%,3%[57.1 µM],x
USP1 inh,-13%,-9%,-13%,x,u,-8%,x
Pin1 inh,1%,22%,-1%,0%,u,-12%,x

Going on with the list.
31) O=C(O)c1ccc(NS(=O)(=O)c2ccc(NC(=O)c3ccccc3Cl)cc2)cc1
32) Cc1ccccc1NC(=S)NC1(C)CCS(=O)(=O)C1 (configuration not stated)
33) C=CCNC(=O)/C(C#N)=C/c1cc(Br)ccc1OC
34) COc1ccc(C)cc1NC(=O)Nc1cccc(C(=O)O)c1
35) CCN(CC)c1ccc(-c2nc3cnccn3c2NC2CCCC2)cc1
36) COc1ccc(NC(=O)CN(C)C(=O)CCCc2nc3ccccc3s2)cc1
37) Cc1cc(CN2C(=O)c3ccccc3C2=O)no1
38) O=C(OCC1CCNCC1)c1ccc2c(c1)OCO2
39) CCOC(=O)N1CCN(C(=O)c2n[nH]c(=O)c3ccccc23)CC1
40) CC(Oc1ccc(Cl)cc1Cl)C(=O)NCCCN1CCOCC1 (configuration not stated)
assay / entry,31,32,33,34,35,36,37,38,39,40
D2 ag,13,-0.5,0.9,x,5.9,-0.5,0.3,1.4,0.6,-0.3
D2 antag,19,11,14,x,5,9,2,0,5,-12
TRHR ag,0.5,0.0,0.4,0.0,13,0.1,0.0,1.5,0.3,0.5
TRHR enhancer,-4,-3,-1,15,2,-2,2,0,6,6
rTrxR1 inhibitor,3%,-25%,-2%,-16%,-9%,11%,-3%,13%[2.29 µM],-3%,18%
IDH1 R132H inh,-4%,-6%,-5%,-8%,-7%,12%,-2%,5%,9%,-4%
TrxR1 substrate,0%,-9%,6%,u,-1%,5%,-6%,-1%[57.1 µM],0%,5%
USP1 inh,-5%,-3%,-20%,-2%,-21%,-20%,0%,-16%,-15%,-15%
Pin1 inh,-4%,2%,1%,-8%,24%,-4%,2%,-3%,-3%,5%

41) CCOC(=O)Cc1nn(CC)c(=O)c2ccccc12
42) CC1(C)Cc2noc(N)c2C(C)(C)N1OC(=O)c1scc2c1OCCO2
43) Cc1cccc(NC(=O)Nc2ccccn2)c1C
44) O=C(NN1C(=O)c2ccccc2C1=O)c1ccccc1[N+](=O)[O-]
assay / entry,41,42,43,44
D2 ag,2.1,0.8,0.6,0.2
D2 antag,-3,3,0,4
TRHR ag,0.1,0.3,-0.1,0.9
TRHR enhancer,-3,-9,-1,-16
rTrxR1 inhibitor,26%,u,10%,15%
IDH1 R132H inh,-7%,0%,0%,4%
TrxR1 substrate,1%,-14%,-1%,5%
USP1 inh,-13%,-13%,-4%,-15%
Pin1 inh,-7%,0%,-6%,0%

From PubChem BioAssay
